PI5P4K alpha inh: blocks human PI5P4K alpha kinase activity; max response, %; P48426; PI5P4Kalpha enzyme, ADP-Glo luminescence, 60 min; stronger effect = lower value; AID 652105; 330,000 tested, 1.2% active; active = max response of -50% or lower; inconclusive = between -30% and -50%; inactive = -30% or higher; also: value at the top dose of about 77 µM; % is scaled to controls: 0 for no effect and ±100 for the full control effect
Target sequence (P48426 whole entry, looked up): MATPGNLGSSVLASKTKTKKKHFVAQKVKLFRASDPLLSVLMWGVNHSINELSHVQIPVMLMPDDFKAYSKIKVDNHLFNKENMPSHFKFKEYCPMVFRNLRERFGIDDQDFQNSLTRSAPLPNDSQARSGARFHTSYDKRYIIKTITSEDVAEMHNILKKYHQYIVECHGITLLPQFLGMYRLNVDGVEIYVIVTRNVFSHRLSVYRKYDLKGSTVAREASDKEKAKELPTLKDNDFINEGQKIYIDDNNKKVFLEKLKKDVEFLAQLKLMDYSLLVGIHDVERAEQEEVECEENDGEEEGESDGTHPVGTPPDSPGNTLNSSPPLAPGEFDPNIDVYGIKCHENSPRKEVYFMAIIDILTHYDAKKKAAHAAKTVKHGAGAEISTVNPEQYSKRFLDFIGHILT
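Enzyme plus substrate dispensed, test compounds pinned in, then ATP (5 microM final) added. After 60 min at RT, ADP-Glo reagent 1 for 45 min and reagent 2 for 30 min preceded luminescence imaging.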
GLP1R ag: activates the human GLP-1 receptor. Potency, µM (series often up to 45.6 µM), without a hit: at the top dose activation, most hits filed as activators. 380,000 tested, 0.007% active. HEK293 GLP-1R CRE-luciferase, luminescence, 4-6 h; cells express a hypersensitive GLP-1R form; also: potency is read from the fitted curve at half-maximal effect; % of control where 0% means no effect
DRD3 agonist: activates the human D3 dopamine receptor; max activation, %; AID 652048; D3R DiscoveRx beta-arrestin cells, luminescence, 90 min; 410,000 tested, 0.58% active; in the data active = max activation above about 30%; also: 0% is about no effect; mostly tested at two doses, the higher about 12 µM
Target sequence (P35462 whole entry, looked up): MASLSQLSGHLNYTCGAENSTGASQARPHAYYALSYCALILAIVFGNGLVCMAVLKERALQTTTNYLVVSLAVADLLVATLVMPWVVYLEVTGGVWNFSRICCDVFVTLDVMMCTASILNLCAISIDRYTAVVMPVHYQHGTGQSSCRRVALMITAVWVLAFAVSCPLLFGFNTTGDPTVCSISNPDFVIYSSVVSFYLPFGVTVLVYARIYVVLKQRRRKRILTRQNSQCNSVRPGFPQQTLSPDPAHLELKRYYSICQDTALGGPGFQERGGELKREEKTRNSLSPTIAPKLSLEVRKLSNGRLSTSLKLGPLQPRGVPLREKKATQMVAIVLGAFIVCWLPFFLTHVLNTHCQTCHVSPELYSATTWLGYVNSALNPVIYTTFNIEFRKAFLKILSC
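Cells at 1500/well, incubated overnight, then treated with pinned compounds (dopamine as control) for 90 min at 37 degrees C. DiscoveRx reagent added for 30 - 60 minutes at room temperature; luminescence read.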
GLP1R cytotox: cytotoxicity counter-screen for GLP-1 receptor inverse agonists | HEK293 cAMP-luciferase reporter cells, luminescence, 24 h | Potency, µM (doses to about 38.3 µM), for inactives: at the highest dose activity change, negative = inhibition, actives largely listed as inhibitors | 410,000 tested, 0.13% active | AID 624418;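 also: loss of luciferase light is scored as toxicity; potency is read from the fitted curve at half-maximal effect; % is scaled to controls: 0 for no effect and ±100 for the full control effect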
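A 23 nL compound transfer followed 12 hours of cell culture at 37 deg C; exposure then lasted 24 hr. Luciferase assay detection reagent was dispensed and plates read for luminescence after a 12 min room-temperature wait.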
WRN inhibitor: WRN helicase (human) inhibition | Q14191 | WRN helicase unwinding, fluorescent forked duplex, kinetic | Potency, µM (highest dose often 114 µM), inactives show at the highest dose activity change, negative = inhibition, actives largely listed as inhibitors | 360,000 tested, 0.46% active; also: potency is read from the fitted curve at half-maximal effect; % is scaled to controls: 0 for no effect and ±100 for the full control effect; nearly all actives have a fitted effect of over 55% in size
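Primary qHTS, 1536-well format. 20 nM WRN + compound, 15 min RT; start with 100 nM forked fluorophore/quencher duplex, 2 mM ATP (final); kinetic read ex 525/em 598 nm.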
D3 antag: D3 dopamine receptor (human) antagonism; P35462; D3R cells, DiscoveRx beta-arrestin luminescence, antagonist mode; stronger effect = lower value; max response, negative = inhibition, %; 360,000 tested, 2.5% active; AID 652054; in the data active = max response below about -50%; inconclusive = no clear call, values can overlap the other calls; also: % is scaled to controls: 0 for no effect and ±100 for the full control effect; mostly tested at two doses, the higher about 12 µM
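Cells plated overnight at 1500 cells/well, then exposed to library compounds with dopamine controls for 90 minutes at 37 degrees C. DiscoveRx reagent added for 30–60 minutes at room temperature; luminescence read, quantitative HTS format.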
IL-2 act: IL-2 activation. IL-2 activation reporter assay, cell-based qHTS; stimulated with anti-CD3/CD4/CD28 beads; in transgenic mouse T cells. activation, % (series mostly up to about 46 µM). 360,000 tested, 0.065% active. AID 652025; in the data active = activation above about 50%; inconclusive = mostly about 30% to 49%; also: 0% is about no effect
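EGFP and DsRed fluorescence is measured by plate cytometry in unstimulated transgenic mouse T cells exposed to compound for 60 minutes, then stimulated 18 hours at 37 degrees C with anti-CD3/anti-CD4 beads plus anti-CD28.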
PLK1 PBD inh: PLK1 (human) polo-box domain binding inhibition. P53350. Plk1 PBD binding of FITC phosphopeptide, fluorescence polarization. Potency, µM, inactives show max response, negative = inhibition, hits mostly inhibitors. 360,000 tested, 2.8% active. AID 720504; also: potency is read from the fitted curve at half-maximal effect; series mostly up to about 57 µM; % is scaled to controls: 0 for no effect and ±100 for the full control effect; nearly all actives have a fitted effect of over 65% in size
GLP-1R inv ag: inverse agonists of human GLP-1 receptor; HEK293 GLP-1R CRE-luciferase, luminescence, 24 h; GLP-1R form is constitutively active; Potency, µM (top dose mostly 38.3 µM), without a hit: at the highest dose activity change, negative = inhibition, usual class: inhibitors; 410,000 tested, 1.6% active; also: potency is read from the fitted curve at half-maximal effect; % is scaled to controls: 0 for no effect and ±100 for the full control effect; nearly all actives have a fitted effect of over 55% in size
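qHTS in 1536-well format: reporter HEK293 cells expressing constitutive GLP-1R activity in DMEM + 10% Nu serum, 24 hr with compounds at 37 deg C, luminescence read after 12 min with detection reagent.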
* = called active by the depositor; ? = inconclusive; nt = not tested or not shown; & = joins results of further samples; [ ] = remark or other dose. Unless noted, calls follow the shape of the dose curve; as a rule, active = well fitted curve in the direction sought with a large enough effect; inconclusive = small, poorly fitted or top-dose-only effect, or another doubt; inactive = no such curve, though single readings can be large; an effect the other way counts as inactive or inconclusive.

SMILES	PI5P4K alpha inh	GLP1R ag	DRD3 agonist	GLP1R cytotox	WRN inhibitor	D3 antag	IL-2 act	PLK1 PBD inh	GLP-1R inv ag
CC1=C(C(=O)N2CCOCC2)CC(CC(=O)NCc2cccs2)C(=O)N1CCCN1CCCC1=O (stereo not drawn)	2	-4%	-11	1%	4%	0	2.1	-12%	8%
Cc1ccn(CCC(=O)N2CCc3ccccc32)n1	2	10%	-1	-5%	3%	-28	0.3	-11%	-14%
Cc1cc(S(=O)(=O)Nc2ccc(C(=O)NCC(c3ccccc3)N(C)C)cc2)ccc1F (stereo not drawn)	-2	2%	-7	-7%	-26%	-11	-2.4	-11%	?
COc1ccccc1N1CCN(C(=O)c2ccc(CS(=O)(=O)c3ccccc3OC)o2)CC1	4	0%	1	6%	-3%	7	1.0	-10%	-6%
NS(=O)(=O)c1ccc(NC(=O)COC(=O)CSc2n[nH]c(-c3ccccc3)n2)cc1	nt	-4%	-14	7%	-22%	13	1.1	-18%	0%
CC(C)CC(=O)N1CCC(O)(CS(=O)(=O)Cc2ccccc2)CC1	-1	-11%	0	0%	7%	0	1.2	-3%	4%
COc1cc(/C=N/NC(N)=O)ccc1OCC(=O)N1C(C)CCCC1C (stereo not drawn)	-14	13%	-2	2%	6%	11	0.8	-25%	15%
Cc1cc(SCC(=O)N/N=C/c2cccnc2)nc2c(C)cccc12	-7	2%	-2	-1%	-7%	-7	-1.4	3%	12%
CC(=O)Nc1cc(-c2ccncc2)cn2c(-c3ccccc3)cnc12	-10	9%	3	0%	-10%	-16	-0.3	-5%	16%
CCN(CC)S(=O)(=O)c1ccc2c(c1)nc(CCC(=O)Nc1cccc(C(F)(F)F)c1)n2CC	9	1%	-7	-21%	-7%	8	-0.3	-1%	10µM*
C#CCNC(=O)C1=C[C@H](c2ccc(Br)cc2)C[C@H](OCCCCO)O1	-8	2%	-30	-14%	4%	?	0.0	-10%	0%
Cc1cc2nc3ccc(=[N+](C)C)cc-3sc2cc1N	-18	-6%&-4%	-16&-22	?	nt	-54*	2.6	?	?
COC(=O)c1ccccc1NC(=O)c1sc(=S)n(C)c1N	-18	8%	3	9%	-16%	-10	-0.8	6µM*	1%
C/C(=N\NC(=O)Cn1cnc2ccccc21)c1cccs1	3	20%	6	7%	4%	-8	-0.4	-4%	44%
CCCCCc1ccc(-c2nnc(N)s2)cc1	16	18%	25	17%	-8%	8	-0.1	2%	227%[activator]
CN(C)Cc1c(C(=O)Nc2ccccc2)[nH]c2ccccc12	2	32%	-45	-15%	0%	-57*	0.9	-7%	-14%
CCS(=O)(=O)CCSc1nc2ccccc2o1	nt	5%	-2	3%	-3%	-11	0.5	-4%	4%
CCc1ccc(NC(=O)c2cnn(-c3ccccc3)c2C2CCNCC2)cc1	0	5%	7	-23%	6%	3	0.4	-15%	-22%
CNC(=O)CSCc1c(Cl)cccc1Cl	nt	0%	3	2%	-6%	18	-1.0	1%	5%
O=[N+]([O-])c1ccc(N2CCN(Cc3ccccc3)CC2)c2c1no[n+]2[O-]	-8	13%	-13	-24%	1%	-74*	-2.9	0%	?
CS(=O)(=O)N1CCN(C(=O)C2c3ccccc3Oc3ccccc32)CC1	nt	3%	-18	2%	-6%	-9	-2.6	-10%	0%
COC(=O)N1C(=O)[C@](Cc2ccccc2)(c2ccccc2)N1C(=O)OC	-4	-1%	-19	-5%	5%	?	-0.5	15µM*	-1%
COc1ccc2oc(C(=O)NCCC(C)C)c(C)c2c1	3	4%	-7	20%	-6%	-16	1.0	-17%	?
CCN(CC)C(=O)N1c2ccccc2CC(N(CC)CC)c2ccccc21 (stereo not drawn)	-3	6%	-6	1%	1%	?	0.7	-6%	?

Four compounds from above, ordered by molecular weight, low to high:
SMILES	PI5P4K alpha inh	GLP1R ag	DRD3 agonist	GLP1R cytotox	WRN inhibitor	D3 antag	IL-2 act	PLK1 PBD inh	GLP-1R inv ag
COc1ccc2oc(C(=O)NCCC(C)C)c(C)c2c1	3	4%	-7	20%	-6%	-16	1.0	-17%	?
C/C(=N\NC(=O)Cn1cnc2ccccc21)c1cccs1	3	20%	6	7%	4%	-8	-0.4	-4%	44%
COC(=O)N1C(=O)[C@](Cc2ccccc2)(c2ccccc2)N1C(=O)OC	-4	-1%	-19	-5%	5%	?	-0.5	15µM*	-1%
CCN(CC)C(=O)N1c2ccccc2CC(N(CC)CC)c2ccccc21 (stereo not drawn)	-3	6%	-6	1%	1%	?	0.7	-6%	?

Further entries.
SMILES	PI5P4K alpha inh	GLP1R ag	DRD3 agonist	GLP1R cytotox	WRN inhibitor	D3 antag	IL-2 act	PLK1 PBD inh	GLP-1R inv ag
CCc1ccccc1Oc1nc(NCc2ccccc2)nc2ccsc12	24	4%	-5	9%	-14%	-52*	-0.6	0%	?
O=C(CN1C(=O)c2ccccc2S1(=O)=O)NCc1ccccc1Cl	4	8%	-7	1%	-1%	0	-2.0	-11%	0%
O=C1c2ccccc2NC(c2ccco2)N1NS(=O)(=O)c1ccccc1 (stereo not drawn)	2	7%	8	4%	-13%	1	0.3	-9%	-4%
CC(O)(c1cccnc1)c1nc(-c2ccc(S(C)(=O)=O)cc2)cs1 (stereo not drawn)	-4	-2%	11	2%	10%	13	-0.1	3%	-7%
Cc1ccc(NC(=O)c2cc(C)on2)cc1	nt	-7%	4	-22%	-12%	21	-0.2	-9%	-8%
COc1ccccc1CN1CCN(C(=O)c2cccc3ccccc23)CC1	1	-7%	-2	4%	3%	-7	-0.6	-2%	11µM*
Cc1ccc(C(=O)NCC(c2cccs2)N(C)C)cc1S(=O)(=O)N1CCOCC1 (stereo not drawn)	-1	16%	-8	0%	2%	12	1.5	-6%	10%
Cc1noc(/C=C/N(C)C)c1S(=O)(=O)N1CCCC(C(=O)NC2CCCCC2C)C1 (stereo not drawn)	-6	0%	-3	-24%	-1%	-2	0.6	12%	-12%
CCOC(=O)C1CCCN(c2c(N3CCN(C)CC3)c(=O)c2=O)C1 (stereo not drawn)	-6	-5%	-4	0%	-7%	-18	-1.6	-3%	-8%
COc1ccc(-c2csc(C(C)(O)c3ccc(F)c(F)c3)n2)cc1OC (stereo not drawn)	14	?	0	-10%	-10%	0	-0.3	-4%	2%
Cc1cccc(OCc2n[nH]c(=S)o2)c1	-5	-10%	0	3%	8%	?	-1.3	-15%	6%
CCN(CC)c1c([N+](=O)[O-])c(=O)sc2ccccc12	-2	-6%	0	3%	7%	8	-3.4	-2%	19%
C=C(C)C(=O)Nc1cccc(C2=NOC3(C2)C[C@@H](C(N)=O)N(C(=O)C2(C)CC2)C3)c1 (stereo partly drawn)	-29	7%	-3	4%	?	11	-0.1	?	1%
COc1ccccc1CNC(=O)CC1Sc2ccccc2NC1=O (stereo not drawn)	0	5%	3	3%	1%	10	0.5	-1%	-8%
Cc1ccc(N(Cc2ccccc2)C(=O)c2cccc(F)c2)cc1	6	14%	-21	-6%	-4%	4	0.0	4%	?
O=C(CC1SCCNC1=O)Nc1cccc(C(F)(F)F)c1 (stereo not drawn)	nt	21%	-2	28%	-8%	-24	-0.8	-4%	10%
O=C(CSc1ccc(S(=O)(=O)N2CCCCC2)cn1)Nc1ccccc1Br	1	21%	-9	6%	-8%	40	-0.6	-14%	?
Cc1c(NC(=O)C(C)N2C(=O)NC3(CCC(C)CC3)C2=O)c(=O)n(-c2ccccc2)n1C (stereo not drawn)	-2	-1%	-4	0%	-4%	18	-1.4	1%	14%
C/C(CC(=O)Nc1cccc(C(F)(F)F)c1)=N/NC(=O)C(=O)NCCO	-1	0%	-18	-7%	-4%	-4	-6.0	-1%	?
Cc1ccc(-c2nnc(-n3nc(C)cc3C)c3ccccc23)cc1	2	0%	1	1%	2%	10	-0.4	-5%	-31%
CCOc1ncccc1C(=O)OCC(=O)Nc1ccc(C)c(S(=O)(=O)N(C)C)c1	-2	27%	4	-2%	1%	8	-2.1	-15%	31%[activator]
CCC(=O)Nc1ccc(-c2ccc(N3CCC(C)CC3)nn2)cc1	-6	0%	-5	5%	-4%[57.1 µM]	-19	-1.9	-5%	7.9µM*
COC(=O)c1ccc(/C=C/c2ccc3cccc(OC(C)=O)c3n2)cc1	15	-7%	-16	-18%	-21%	-64*	-0.6	-2%	-30%
COCCn1c(C)nnc1SCC(=O)NNC(=O)c1ccc(Cl)cc1	-1	2%	-1	1%	5%	0	2.0	3%	3%
CC(=O)Nc1ccc(-n2nnnc2SCC(=O)N2CCN(C(=O)c3ccco3)CC2)cc1	-1	-21%	0	18%	3%	0	-2.1	-5%	6%
COc1cc(N(C(=O)Cc2cccs2)C(C(=O)NC2CCCCC2)c2cccc(OC)c2OC)ccc1-n1cnnn1 (stereo not drawn)	4	0%	-7	-15%	-20%	-14	-0.5	-4%	?
COc1ccc(OC)c(-c2csc(NC(=O)Cc3ccc(F)cc3)n2)c1	21	26%	-1	-6%	-9%	19	-0.6	-7%	?
CCOc1ccc(OCCC(=O)OCC(=O)NCCc2ccc(S(N)(=O)=O)cc2)cc1	-1	-4%	-8	-4%	-1%	-28	1.4	0%	13%
CCCC(=NCC(=O)O)C1=C(O)C(C(=O)OC)C(C)(C)CC1=O (stereo not drawn)	16	-9%	-7	8%	4%	-27	-0.2	-4%	4%
O=C(NC1CCCC1)C(c1ccncc1)N(Cc1ccccc1)C(=O)c1ccc(-c2ccccc2)[nH]1 (stereo not drawn)	-7	-16%	-11	-17%	-12%	-26	0.0	-1%	?
CCCCCCC(c1c(C)n(C)n(-c2ccccc2)c1=O)c1c(C)n(C)n(-c2ccccc2)c1=O	0	2%	6	-9%	3%	29	-1.4	-7%	?
CC(=O)N(Cc1ccco1)c1nc(C(=O)Nc2ccc(Cl)cc2)c(C)s1	-3	2%	2	0%[1.53 µM]	-31%[57.1 µM]	-6	0.3	?	-22%
O=C(Nc1cccc2ncccc12)c1cccc(F)c1	nt	-5%	2	-29%	5%	-11	3.2	-1%	0%
C1=Cc2ccccc2Nc2ccccc21	3	3%	6	4%	-5%	2	0.2	6%	-20%

Compound activity (PubChem BioAssay)
